Rpn11 block – Rpn11 (PSMD14) deubiquitinase inhibitors, primary screen, biochemical, fluorescence polarization, uHTS; human 26S proteasome, Ub4-pepOG fluorescence polarization; 20S core pre-blocked with epoxomicin; 26S proteasome non-ATPase regulatory subunit 14 (Homo sapiens), O00487; 360,000 tested, 0.59% active; calls only at 20 µM; AID 588493, 2011;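 active = inhibition at 20 µM, scaled to each plate's controls, above about 33%, limit read from the data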
LMPTP inh – LMPTP phosphatase inhibitors, primary screen, biochemical, fluorescence intensity, uHTS; recombinant LMPTP-A, OMFP fluorogenic substrate; inhibition, % at 20 µM; 360,000 tested, 0.22% active; AID 651560, 2012;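 active = compounds that cut the enzyme signal by at least half of the control window in the single-dose screen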;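 also: plate controls were DMSO wells with enzyme plus substrate for no effect and substrate without enzyme for full effect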
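Assay system: LMPTP-A phosphatase enzyme | Input: 0.625 nM enzyme | Also added: Fluorogenic phosphatase substrate OMFP at 400 µM final | Compound dosing: One test concentration per compound, 20 µM, with 3% DMSO overall | Schedule: 50 min enzyme reaction at room temperature, protected from light | Signal: Fluorescence intensity | Benchmarks: no-enzyme and uninhibited controls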
MT1-MMP act inh – blockers of MT1-MMP proenzyme processing, primary screen, HT1080 RFP-PRO-GFP cells, GFP/RFP fluorescence | GFP/RFP ratio fluorescence, overnight; percent of plate control window, DMSO zero | AID 651647, 2012 | 360,000 tested, 0.061% active | GFP/RFP ratio change, % at 20 µM | Matrix metalloproteinase-14 (Homo sapiens), P50281;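 active = GFP/RFP ratio change of at least 30% with cell ATP level not reduced by more than half and red fluorescence within 50% of control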; also: strong numbers were not always called active
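Material – HT1080 RFP-PRO-GFP cells · Control set – DMSO wells and RFP-L50D-GFP cells · Incubation – overnight cell settling, then overnight compound exposure, 37 °C, 5% CO2 · Compound dosing – single-point 20 µM compound, 1% DMSO · Read-out – GFP/RFP fluorescence ratio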
NadD block – inhibitors of S. aureus NadD, primary screen, biochemical, colorimetric, uHTS; Nicotinate-nucleotide adenylyltransferase NadD (Staphylococcus aureus N315); purified NadD enzyme, colorimetric absorbance read-out; inhibition, % at 20 µM; 360,000 tested, 0.78% active; in the data active = inhibition above about 26%; also: some compounds past the cut are filed as inactive
Scp1 inh – Scp-1 phosphatase inhibitors, primary screen, biochemical, colorimetric, uHTS; Carboxy-terminal domain RNA polymerase II polypeptide A small phosphatase 1 (Homo …; Recombinant Scp1, phosphopeptide, malachite green phosphate absorbance; inhibition, % at 20 µM; 340,000 tested, 0.88% active; AID 493091, 2011;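 active = inhibition above about 50% at 20 µM, limit read from the data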;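 also: plate controls were DMSO wells with enzyme for no effect and wells lacking enzyme for full effect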
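Material – SCP-1 phosphatase catalytic domain, residues 76-261 · Buffer or medium – Acidic Tris acetate buffer with magnesium and detergent · Also added – Phospho 17-mer peptide substrate · Compound – single 20 µM dose, 1% DMSO · Times – 45 min room-temperature reaction, 5 min colour, 30 min stabiliser · Technique – Phosphate-binding colour reagent, absorbance read at 630 nm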
SUMO1 PPI mod – modulators of SUMO1 protein-protein interactions, primary screen, biochemical, uHTS. Small ubiquitin-related modifier 1 (Homo sapiens), P63165. SUMO1 binding to a labelled peptide, TR-FRET, 1 h. inhibition, % at 20 µM. 360,000 tested, 0.33% active; in the data active = inhibition above about 37%
Target sequence (P63165 whole entry, looked up): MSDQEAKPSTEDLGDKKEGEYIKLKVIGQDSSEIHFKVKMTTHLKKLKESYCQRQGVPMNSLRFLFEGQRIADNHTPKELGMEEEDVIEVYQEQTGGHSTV
NRP1-CendR mod – modulators of CendR peptide binding to NRP-1, primary screen, biochemical, fluorescence polarization, uHTS; inhibition, % at 25 µM; Neuropilin-1 (Homo sapiens), O14786; 360,000 tested, 0.85% active; FAM-RPARPAR peptide binding to NRP-1;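 active = inhibition or corrected inhibition above about 18%, plus a signal ratio from 0.5 to 1.5, limit read from the data, passing the limit was not always enough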; also: strong numbers were not always called active
Target sequence (O14786 whole entry, looked up): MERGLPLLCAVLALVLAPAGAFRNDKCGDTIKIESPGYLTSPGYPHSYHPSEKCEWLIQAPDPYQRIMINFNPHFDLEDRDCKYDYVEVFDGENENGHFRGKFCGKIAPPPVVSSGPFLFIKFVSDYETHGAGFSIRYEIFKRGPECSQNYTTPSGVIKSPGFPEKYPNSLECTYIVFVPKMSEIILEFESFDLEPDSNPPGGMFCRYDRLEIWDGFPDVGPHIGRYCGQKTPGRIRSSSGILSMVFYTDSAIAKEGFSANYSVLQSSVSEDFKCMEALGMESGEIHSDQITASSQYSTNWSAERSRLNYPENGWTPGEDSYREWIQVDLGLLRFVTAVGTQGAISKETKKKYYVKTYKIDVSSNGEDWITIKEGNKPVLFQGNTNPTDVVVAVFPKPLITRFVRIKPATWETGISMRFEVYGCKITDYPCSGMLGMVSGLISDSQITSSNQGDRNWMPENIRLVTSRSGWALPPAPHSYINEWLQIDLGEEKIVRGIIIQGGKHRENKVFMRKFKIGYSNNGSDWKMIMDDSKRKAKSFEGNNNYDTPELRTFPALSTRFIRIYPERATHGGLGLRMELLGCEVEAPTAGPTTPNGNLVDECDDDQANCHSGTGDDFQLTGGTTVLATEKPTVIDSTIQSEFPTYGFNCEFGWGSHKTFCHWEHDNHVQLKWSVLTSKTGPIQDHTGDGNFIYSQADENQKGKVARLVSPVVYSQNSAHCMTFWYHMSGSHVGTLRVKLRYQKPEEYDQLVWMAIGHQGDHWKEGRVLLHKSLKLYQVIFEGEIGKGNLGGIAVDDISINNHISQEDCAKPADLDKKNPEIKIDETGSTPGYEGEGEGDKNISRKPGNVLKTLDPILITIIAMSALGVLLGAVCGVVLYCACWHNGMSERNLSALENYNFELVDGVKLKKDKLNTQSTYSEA
SKN-1 block – suppressors of acrylamide-induced Pgst-4::GFP reporter in worms, primary screen, SKN-1 inhibitor project, whole organism, uHTS, GFP/RFP fluorescence ratio, strain VP596; C. elegans VP596 Pgst-4::GFP/RFP ratio, 24 h; inhibition, % at 21.8 µM; 360,000 tested, 0.49% active; AID 624304, 2012;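 active = interference check ratio from 0.5 to 1.5 plus GFP to RFP signal ratio inhibition reaching or exceeding a fixed threshold, cut at about 30% in these data, passing the limit was not always enough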; also: some compounds called inactive have numbers as strong as hits
DNMT1 block – human DNMT1 methyltransferase inhibitors, primary screen, biochemical, molecular beacon, fluorescence, HinP1I cleavage, uHTS; DNA (cytosine-5)-methyltransferase 1 (Homo sapiens), P26358; inhibition (reported as % activation of signal), % at 10 µM; 360,000 tested, 0.83% active; in the data active = inhibition above about 50%
STEP inh – STEP phosphatase inhibitors, primary screen, biochemical, fluorescence intensity, uHTS. Tyrosine-protein phosphatase non-receptor type 5 (Homo sapiens), P54829. recombinant STEP, OMFP fluorogenic substrate. inhibition, % at 20 µM. 360,000 tested, 0.25% active;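 active = inhibition at 20 µM, scaled per plate between control wells, above about 37%, limit read from the data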;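 also: 0% = DMSO with enzyme and substrate and 100% = substrate only without enzyme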
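Assay system: isolated STEP enzyme. Buffer or medium: pH 6.0 Bis-Tris with DTT and Tween 20. Also added: fluorogenic phosphatase substrate OMFP at 25 µM final. Dosing: 20 µM, 1% DMSO. Timing: 20 min reaction, room temperature, in the dark. Measured by: fluorescence intensity, excitation 480 nm, emission 540 nm. Evaluation: normalized % inhibition.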
* marks the source's active call; other numbers are inactive results; i = inactive; . = no result given; + = active, no number.

structure	Rpn11 block	LMPTP inh	MT1-MMP act inh	NadD block	Scp1 inh	SUMO1 PPI mod	NRP1-CendR mod	SKN-1 block	DNMT1 block	STEP inh
Cc1ccc(CNC(=O)CCNS(=O)(=O)c2ccc3c(c2)c(=O)n(C)c(=O)n3C)cc1	i	0.2	-6	4	-2	4	3	4	0	0
O=C(CSc1ncnc2nc[nH]c12)NCCc1ccccc1	i	1.5	-2	1	-6	2	-1	8	1	-5
COc1ccc(C2c3ccc4ccccc4c3Oc3ncn(Cc4ccco4)c(=N)c32)cc1OC (stereo not given)	i	6.3	-8	16	5	-5	-4	14	-22	-2
Cc1cc(C)c(NC(=O)c2ccc3c(c2)NC(=O)C(C)S3)c(C)c1 (stereo not given)	i	0.2	8	6	-5	0	7	-9	0	-2
Cc1cccc2c1N(CCOc1ccccc1)C(=O)C2=O	i	0.2	-2	-4	-4	-30	1	15	-1	1
CCOC(=O)c1[nH]c2ccccc2c1N=C(C)N(CC)CC	i	-0.7	-4	-4	-5	0	15	-3	-4	0
COc1cccc(CCc2nnc(CCC(=O)N3CCCC3c3nccs3)o2)c1 (stereo not given)	i	0.6	7	-3	-8	4	5	3	-1	-1
O=C(NCCCN1CCOCC1)c1ccc(Sc2ccc(Br)cc2)c([N+](=O)[O-])c1	i	-1.8	1	-7	-5	-30	-3	9	2	9
O=C(NCc1ccccc1Cl)c1ccc2c(c1)SC1=NS(=O)(=O)CCN12	i	-2.6	-1	2	1	1	2	5	-3	1
COc1ccc(/C=N/Nc2ccc(C(=O)O)cc2)c(OC)c1OC	i	-0.1	7	-3	-2	-12	-1	-6	0	3
O=c1[nH]c(=O)n(Cc2ccco2)c2c1C(C(F)(F)F)(C(F)(F)F)N=C(c1ccc(F)cc1)N2	i	-1.2	2	-4	-8	1	-2	1	0	-1
O=C(CCc1nc2ccccc2[nH]1)N1CCN(C(=O)c2ccco2)CC1	i	0.3	1	4	-8	8	2	12	-1	-1
CCn1c(=O)[nH]c2ccccc2c1=O	i	-1.5	3	3	0	2	1	21	2	-2
Cc1ccn2c(=O)c(C(=O)NCCCN3CCCC3=O)c(O)nc2c1	i	-1.2	0	-1	-3	3	8	9	-4	0
COC(=O)c1cc(OC)c(OC)cc1NC(=O)CCC1CCCC1	i	1.0	2	-15	-2	15	6	-6	-2	2
COc1ccc(N(CC(=O)NC2CCCC2)C(=O)CCC(=O)Nc2cc(C)on2)c(OC)c1	i	-0.8	2	-4	-7	-1	1	-2	-5	3
CCOC(=O)C1=C(C)Nc2ncnn2C1c1c[nH]c2ccccc12 (stereo not given)	i	-1.2	-11	-2	-6	-3	-8	10	13	4
CC(C)c1cc(C(=O)O)c2ccccc2n1	i	0.1	5	-7	-12	-3	11	-1	-1	-2
COc1cc2c(cc1NC(=O)COC(=O)c1ccc(C(C)(C)C)cc1)oc1ccccc12	i	0.2	6	-1	-5	-2	2	0	50	-2
Cc1oc2ccc(OC(=O)COc3c(F)c(F)c(F)c(F)c3F)cc2c1C(=O)OC(C)C	i	0.4	1	5	-10	-1	2	-1	5	4
CCOC(=O)N1CCC(NC2CCCCCCC2)CC1	i	-0.9	-3	-5	-7	0	-8	-9	-1	-3
CCOC(=O)C1C(c2ccc(O)cc2)NC(=O)NC1(O)C(F)(F)F (stereo not given)	i	-0.8	-2	4	0	-1	2	6	2	2
Cc1nc(C(F)(F)F)ccc1C(=O)N1CCC1(C)C(=O)NS(=O)(=O)c1ccc2c(c1)CCO2 (stereo not given)	i	-1.0	3	3	.	-1	-2	10	1	-2
O=C1C(C=NC2CC2)=C(O)c2ccccc21	i	-0.1	-3	4	-3	-7	-16	14	-2	1
CCC(CC)NC(=O)COc1ccc(OC)cc1C=O	i	-0.3	-1	-3	-8	0	8	-5	1	-5
CCOc1ccc(N2C(=O)C3C(c4ccccc4)=NN(c4ccccc4)C3C2=O)cc1 (stereo not given)	i	1.6	-8	2	-7	3	-17	7	-6	0
CCOc1ccc(/C=N/NC(=O)c2nnn(-c3nonc3N)c2CN2CCC(C)CC2)cc1	i	0.3	-4	5	0	-1	0	-1	5	0
CCc1ccc2c(COn3nnc4ccc(S(=O)(=O)N(C)C)cc43)cc(=O)oc2c1	i	-2.1	5	-1	-7	-14	-17	-1	0	2
CC(C)Cn1c(SCC(=O)NCc2ccc(Cl)cc2)nnc1-c1cccc(S(=O)(=O)N2CCOCC2)c1	i	-0.3	4	0	2	-4	-6	-16	-6	-4
CCN(CC)c1ccc(C(NC(C)=O)NC(C)=O)cc1	i	-1.4	0	0	-5	-4	3	-6	0	0
CCCCCn1c(CN(C)Cc2ccccc2)nc2c1c(=O)n(C)c(=O)n2C	i	0.3	0	10	-5	-1	-10	-3	-3	-4
CN(C(=O)c1ccccc1C(=O)OCC(=O)NCc1cccs1)C1CCCCC1	i	0.7	0	-2	1	1	-5	-7	4	0
CC(C)CNC(=O)CSc1nnc(CN2CCCCCC2=O)n1-c1ccccn1	i	-1.2	0	-1	19	-2	-3	19	2	0
Cc1cc(NC(=O)CSCC(=O)Nc2ccccc2OC(F)F)no1	i	-2.0	3	-5	-7	6	-8	-11	1	-3
COc1ccc(CN(Cc2cccn2C)S(=O)(=O)c2cccc(C(F)(F)F)c2)cc1	i	4.2	-4	6	-11	0	-9	6	11	2
COc1ccc(OC)c(-c2csc(N(Cc3ccco3)C(=O)c3cccs3)n2)c1	i	3.4	-13	1	-17	1	-9	16	-4	1
CCOC(=O)Cc1cc(=O)n2[nH]cc(-c3ccc(Cl)cc3)c2n1	i	-0.3	5	2	-6	0	5	11	-4	0
N/C(=N\OC(=O)c1ccc(=O)n(Cc2ccccc2)c1)c1ccccn1	i	-1.0	-2	-7	-11	-4	4	0	0	-4
Cn1c(SCC(=O)NCc2cccs2)nnc1-c1cccs1	i	-2.0	-3	-1	0	-2	9	2	0	-1
O=C(Nc1ccccc1)Nc1ccccc1C(=O)NCc1ccccc1	i	-0.2	7	-9	-8	1	5	21	-6	-2
CCOC(=O)C1CCN(C(=O)c2ccc(Cl)c(NC3=NC4CS(=O)(=O)CC4S3)c2)CC1 (stereo not given)	i	-0.2	7	3	-12	-2	-6	4	8	-1
Cn1c(CNC(=O)CNC(=O)Cc2ccc(Cl)cc2)cc(=O)n(C)c1=O	i	-0.9	2	-4	-3	-3	4	-3	2	-2
CN(C(=O)CSc1nnc(COc2ccccc2F)n1N)C1CCCCC1	i	-0.5	0	0	28	1	-9	0	2	-2
Cc1ccc(C)c(OCCC(=O)OC(C)C(=O)Nc2c(C)n(C)n(-c3ccccc3)c2=O)c1 (stereo not given)	i	0.3	3	0	-8	2	-6	4	3	0
O=c1ccc(-c2ccc(S(=O)(=O)Nc3ccc(F)cc3)s2)n[nH]1	i	-0.4	3	-4	-6	-27	-8	8	0	-5
CCCCCC(=O)Nc1ccc(-c2nnc3n2CCCCC3)cc1	i	-0.2	-1	1	-8	-3	-5	-6	0	1
Cc1ccc(NC(=O)CC2SCCNC2=O)cc1Cl (stereo not given)	i	-1.5	3	-3	-7	4	-8	-8	1	4
CCOC(=O)c1[nH]c2ccc(OC)cc2c1NC(=O)CCN1CCc2ccccc2C1	i	-2.3	2	-6	-2	-3	7	2	-7	-2
O=C(O)C1=C[C@@H](c2ccccc2)C[C@@H](OCc2ccc(CO)cc2)O1	i	-0.7	6	3	0	4	-6	11	1	-1
COc1ccc(-c2noc(CNC(=O)c3ccc4c(c3)OCO4)n2)cc1	i	0.8	3	-7	-8	3	-11	-6	0	1

Some entries already given, limited to SKN-1 block.
| Compound | SKN-1 block |
| --- | --- |
| Cc1ccc(NC(=O)CC2SCCNC2=O)cc1Cl (stereo not given) | -8 |
| CCOC(=O)c1[nH]c2ccc(OC)cc2c1NC(=O)CCN1CCc2ccccc2C1 | 2 |

The listing continues.
structure	Rpn11 block	LMPTP inh	MT1-MMP act inh	NadD block	Scp1 inh	SUMO1 PPI mod	NRP1-CendR mod	SKN-1 block	DNMT1 block	STEP inh
Cc1ccc(C)c(OCCC(=O)OCC(=O)c2ccc3c(c2)NC(=O)CO3)c1	i	3.3	0	-5	-4	2	-7	11	-4	2
COc1ccc(NC(=O)CCN2CCOCC2)c(OC)c1	i	-0.2	1	-4	-7	0	7	0	2	0
CCN(CC)S(=O)(=O)c1ccc(C(=O)Nc2ccc3c(c2)OCO3)cc1	i	1.1	1	-6	-3	6	5	7	-8	3
O=Cc1ccc(OCC(=O)NCC2CCCO2)cc1 (stereo not given)	i	-1.1	1	4	-1	-2	5	1	1	1
C#CCNC(=O)C1=C[C@@H](C2CCCCC2)C[C@@H](OCCCCO)O1	i	-0.2	4	3	4	-1	4	10	-24	0
O=C(Nc1cccc(S(=O)(=O)N2CCOCC2)c1)C1CCCC1	i	0.0	1	5	3	-6	6	1	0	2
CC(C)n1cc(/C=C2/NC(=O)NC2=O)c2ccccc21	i	1.0	-1	-1	5	-6	11	3	0	0
O=C(Nc1c(Cl)cccc1Cl)Oc1cccc2cccnc12	+	2.8	-3	16	.	-7	12	8	-1	0
CCC[C@@H]1C[C@@H](C(=O)N[C@H]([C@@H](C)O)[C@H]2O[C@H](SC)[C@H](O)[C@@H](O)C2O)N(C)C1 (stereo not given in full)	i	-0.3	3	-46	-4	5	-3	-20	-4	-1
